# Screens: PubChem BioAssay, National Center for Advancing Translational Sciences (NCATS)
# TCR activator – T cell receptor activation | primary human leukocytes, anti-CD3, IL-2 HTRF, 48 h | Potency, µM (titrated, usually from 9.22 µM), for inactives: at the top dose activation of IL-2 secretion, most hits filed as activators | 330,000 tested, under 10 active; also: % of control where 0% means no effect
#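 Primary human leukocytes were stimulated with a-CD3 beads plus compounds for 48 hr without co-stimulation; secreted IL-2 was quantified by HTRF using a-IL-2-K (europium cryptate) and a-IL-2-d2, excited at 320nm with acceptor emission read at 665nm.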
# TSG101-PTAP inh – blocks PTAP/TSG101 interaction to inhibit HIV-1 budding; Q99816; Fluorescence polarization, FITC-PTAP peptide / Tsg101 binding; Potency, µM (series often up to 115 µM), for the others: top-dose activity change, negative = inhibition, actives largely listed as inhibitors; 340,000 tested, under 10 active; AID 493005; active = well fitted inhibition curve with a large enough effect in the main read-out, with a control signal flat, not every such curve was filed as active; inconclusive = small, poorly fitted or top-dose-only effect, or effect the other way, or a change in a side signal; inactive = no such curve, though single readings can be large or run the other way; also: potency is read from the fitted curve at half-maximal effect; % of control where 0% means no effect
#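 FP read-out: FITC-PTAP peptide, 50 nM final, binding Tsg101 binding domain, 10 uM final; 20 min, r.t.; 10 mM HEPES pH 7.5, 0.15 M NaCl, 0.01% Tween 20, 3 mM EDTA, 0.1 mM TCEP.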
# S-ASM inh – blocks human secretory acid sphingomyelinase | actives 0.006% (n = 340,000) | Potency, µM (series often up to 57.5 µM), without a hit: top-dose activity change, negative = inhibition, usual class: inhibitors | placental ASM, HMU-PC fluorogenic substrate, 60 min; also: potency is read from the fitted curve at half-maximal effect
# Target sequence (P17405 47-631 limits assumed): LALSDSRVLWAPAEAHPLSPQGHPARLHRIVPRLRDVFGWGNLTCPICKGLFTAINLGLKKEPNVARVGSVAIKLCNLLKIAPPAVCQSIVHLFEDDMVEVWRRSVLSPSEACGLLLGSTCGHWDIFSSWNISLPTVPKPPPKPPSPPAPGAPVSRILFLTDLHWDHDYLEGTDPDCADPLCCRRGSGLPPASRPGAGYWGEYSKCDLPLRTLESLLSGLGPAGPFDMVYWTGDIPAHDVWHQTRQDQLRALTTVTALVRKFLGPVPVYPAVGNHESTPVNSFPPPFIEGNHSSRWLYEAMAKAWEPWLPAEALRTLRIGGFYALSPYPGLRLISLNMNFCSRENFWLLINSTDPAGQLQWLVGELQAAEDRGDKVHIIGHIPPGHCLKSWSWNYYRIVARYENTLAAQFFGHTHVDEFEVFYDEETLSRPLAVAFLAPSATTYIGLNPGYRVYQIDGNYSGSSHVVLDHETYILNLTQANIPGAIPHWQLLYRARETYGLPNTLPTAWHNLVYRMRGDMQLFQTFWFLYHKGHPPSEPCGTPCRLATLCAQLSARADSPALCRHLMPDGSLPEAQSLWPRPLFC
#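 Human placenta-derived ASM preincubated with compound 10 min at room temperature, then reacted with 9 uM (final) fluorogenic HMU-PC substrate for 60 min at 37 C. Stop solution raises pH to 10; fluorescence read at Ex 386/Em 447 nm.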
# Eya2 phos inh – Eya2 (human) phosphatase inhibition. recombinant Eya2, OMFP fluorescence dephosphorylation (OMFP is methylfluorescein phosphate). actives 0.006% (n = 330,000). O00167. AID 488837. Potency, µM (top dose mostly 76.9 µM), for the others: top-dose activity, negative = inhibition, usual class: inhibitors; also: potency is read from the fitted curve at half-maximal effect; % is scaled to controls: 0 for no effect and ±100 for the full control effect
#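 Eya2 (0.2 uM) preincubated 10 min at ambient with compound, then OMFP substrate added at 50 uM; 10 min reaction in 50 mM HEPES pH 7.5, 50 mM NaCl, 5 uM MgCl2, 0.05% BSA, 1 mM DTT. Fluorescence read at Ex 485/Em 525 nm.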
# Mito fusion yeast – mitochondrial division inhibition or fusion activation; AID 485298; S. cerevisiae fusion-defective mutant growth rescue, CellTiterGlo 48 h; actives 0.23% (n = 320,000); Potency, µM (highest dose often 46.1 µM), inactives show top-dose growth rescue (activation), most hits filed as activators;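 also: potency is read from the fitted curve at half-maximal effect; % of control where 0% means no effect; nearly all actives have a fitted effect of over 45% in size; temperature-sensitive fusion mutants such as fzo1-1 at 37 °C on non-fermentable ethanol glycerol medium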
#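 S. cerevisiae fusion-defective temperature-sensitive mutants (e.g. fzo1-1, mgm1-5) grown 48 h at 37C in YPEG (ethanol/glycerol non-fermentable) medium with 23 nl compound per well; growth rescue read as CellTiterGlo luminescence.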
# ELG1 repair inh – ELG1-dependent DNA repair inhibition. actives 2.3% (n = 330,000). HEK293T ELG1-luciferase reporter, luminescence, 16 h; DNA damage induced by 5-fluorouridine. Potency, µM (doses to about 46.1 µM), for the others: top-dose activity change, negative = inhibition, most hits filed as inhibitors; also: potency is read from the fitted curve at half-maximal effect; % is scaled to controls: 0 for no effect and ±100 for the full control effect; nearly all actives have a fitted effect of over 55% in size
#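 Luminescence from the luciferase reporter, measured 30 min after ONE-Glo reagent at room temperature, was the read-out. Beforehand, 2,000 cells per well were exposed for 16 hr at 37 °C to 5-fluorouridine together with compound or vehicle.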
# Tb PFK inh – inhibitors of T. brucei phosphofructokinase. O15648. actives 0.17% (n = 330,000). Potency, µM (series often up to 57.5 µM), for the others: top-dose activity, negative = inhibition, hits mostly inhibitors. T. brucei PFK, ADP-Glo luminescence;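 also: potency is read from the fitted curve at half-maximal effect; 0% = uninhibited 1x PFK enzyme wells and -100% = no-enzyme wells; nearly all actives have a fitted effect of over 60% in size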
# Target sequence (O15648 whole entry, looked up): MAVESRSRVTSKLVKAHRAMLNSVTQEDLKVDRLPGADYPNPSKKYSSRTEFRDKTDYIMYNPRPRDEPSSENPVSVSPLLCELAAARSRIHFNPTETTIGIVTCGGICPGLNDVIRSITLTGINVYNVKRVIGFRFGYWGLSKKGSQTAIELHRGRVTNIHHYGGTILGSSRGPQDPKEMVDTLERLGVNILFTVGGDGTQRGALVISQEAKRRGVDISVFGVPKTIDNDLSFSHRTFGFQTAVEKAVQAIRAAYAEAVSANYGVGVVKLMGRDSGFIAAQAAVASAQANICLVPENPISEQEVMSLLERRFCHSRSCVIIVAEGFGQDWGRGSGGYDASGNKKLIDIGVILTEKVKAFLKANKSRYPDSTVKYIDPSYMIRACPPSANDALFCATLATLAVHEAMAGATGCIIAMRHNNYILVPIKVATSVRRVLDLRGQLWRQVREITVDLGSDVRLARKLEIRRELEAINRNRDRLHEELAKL
#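 Compounds were pin-transferred as a titration series up to 57 uM into substrate buffer (0.5 mM F6P, 0.1 mM ATP, pH 8.0), then 1.25 nM PFK was added and reactions ran 45 min before ADP-Glo detection.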
# AT treatment – potential ataxia-telangiectasia treatments restoring KAP-1 phosphorylation; actives 0.19% (n = 320,000); AID 485349; […] A-T fibroblasts, KAP-1 phosphorylation AlphaLISA; neocarzinostatin DNA damage 30 min before lysis; Potency, µM (top dose mostly 57.5 µM), without a hit: at the highest dose activation, most hits filed as activators; also: potency is read from the fitted curve at half-maximal effect; % of control where 0% means no effect; nearly all actives have a fitted effect of over 45% in size
#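 ATM-like activity read as KAP-1 phosphorylation via AlphaLISA donor/acceptor antibody pairs after lysis and 6 hr at 25C. Cells were ATM-null patient fibroblasts ([…], hTERT), dosed 60 min, then exposed to the DSB inducer NCS for 30 min.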
# Integrin act MD – activates integrin-mediated alleviation for muscular dystrophy; alpha7betagal myoblasts, beta-gal FDG fluorescence, 48 h; Potency, µM (top dose mostly 38.3 µM), without a hit: at the top dose activation, usual class: activators; actives 0.064% (n = 350,000); AID 624291;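 also: potency is read from the fitted curve at half-maximal effect; 100% = response of the positive control SU9516; nearly all actives have a fitted effect of over 60% in size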
#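 Alpha7betagal+/- myoblasts (passage 13) were plated 16-24 hr, then exposed to compounds (1:260 dilution of DMSO stock) for 48 hours at 37C. After MPER lysis, β-galactosidase reporter activity was read as FDG fluorescence (ex 480/em 540) after 30 minutes.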
# BCR signal inh – inhibitors of chronic active B-cell receptor signaling; ABC-DLBCL IkBa-CBG/CBR reporter, luminescence ratio, 4 h; Potency, µM (series often up to 46.1 µM), for the others: at the top dose ratio change, negative = lower green/red ratio, hits mostly inhibitors; actives 0.05% (n = 340,000); AID 493014; active = well fitted inhibition curve with a large enough effect in the signal ratio, with a control signal flat, not every such curve was filed as active; inconclusive = small, poorly fitted or top-dose-only effect, or effect the other way, or a change in a side signal; the % refers to the signal ratio;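 also: potency is read from the fitted curve at half-maximal effect; plate controls were basal doxycycline-induced cells for no effect and cells given 10 µM MG132 for full effect; MG132 reads +100%, hits lower the ratio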
#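 TMD8 ABC-DLBCL cells carrying doxycycline-inducible green luciferase fused to IkappaBalpha plus unfused red luciferase were exposed to compounds (up to 46 uM) for 4 hrs at 37C. Activity came from the overlap-corrected green/red luminescence ratio.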
# TSHR antagonist – antagonists of human thyroid stimulating hormone receptor; actives 0.2% (n = 330,000); TSHR-expressing cells, TSH-stimulated cAMP HTRF, 2 h; active compounds read low; P16473; activity change, negative = inhibition, % at 11.5 µM;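 active = activity change below a set negative limit, meaning inhibition stronger than a set level, cut at about -70% in these data; inconclusive = activity change between two set negative limits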; also: % is scaled to controls: 0 for no effect and ±100 for the full control effect
#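 TSHR-expressing cells, 200/well, pre-treated with compound, then stimulated with EC80 TSH (4nM final) for 2 hours at 37 deg C. cAMP measured by competitive HTRF: anti-cAMP cryptate antibody in lysis buffer plus cAMP-d2, read after 30 minutes at room temperature.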
# Numbers without * were called inactive; ? = inconclusive; . = not tested or not shown; & = joins results of further samples; [ ] = another dose, or the depositor's remark. Unless noted, calls follow the shape of the dose curve; as a rule, active = well fitted curve in the direction sought with a large enough effect; inconclusive = small, poorly fitted or top-dose-only effect, or another doubt; inactive = no such curve, though single readings can be large; an effect the other way counts as inactive or inconclusive.
cpd	structure	TCR activator	TSG101-PTAP inh	S-ASM inh	Eya2 phos inh	Mito fusion yeast	ELG1 repair inh	Tb PFK inh	AT treatment	Integrin act MD	BCR signal inh	TSHR antagonist
1	Cc1c(Cc2ccccc2)c(=O)oc2cc(OCC(=O)c3ccccc3)ccc12	-2%[46.1 µM]	0%	298%[activator]	-7%	0%	?	0%	4%	-24%	6%	-4
2	O=C(CN1CCN(S(=O)(=O)N2CCCCC2)CC1)Nc1cc(Cl)ccc1Cl	4%	-4%	0%	15%	4%	-14%	6%	-2%	-31%	4%	0
3	CCCCc1cc(=O)oc2cc(C)cc(OCc3nn[nH]n3)c12	9%	-11%	17%	-3%[15.4 µM]	-2%	-5%	1%	10%	-1%	4%	3
4	Cc1cc(Br)ccc1NC(=O)CNC(=O)CN(C)Cc1nc2ccccc2c(=O)[nH]1	-4%	-3%	2%	-3%	2%	-21%	-7%	0%	-21%	0%	-5
5	Cc1cc([N+](=O)[O-])ccc1NC(=O)CCC(=O)N1CCCCCC1	5%	-4%	0%	-5%	0%	?	0%	1%	17%	?	-8
6	CNc1c(NC(=O)c2ccc3c(c2)OCO3)c(=O)oc2ccccc12	2%	-4%	-5%	-30%	-8%	5%	-13%	-5%	0%	?	-136*
7	Cc1ccc(N=C2S/C(=C/c3cccc(OCC(=O)O)c3)C(=O)N2C)cc1C	0%	0%	59%[activator]	6%	12%	-6%	-7%	-5%	2%	4%	-15
8	Cc1cccc(N(Cc2cc(=O)[nH]c3ccccc23)C(=O)C(C)C)c1	-3%	-1%	-3%	1%	8%	?	2%	-12%	19%	1%	-7
9	COc1ccccc1OCC(=O)O	0%	0%&1%	1%&4%	-4%&6%	-3%&-3%	-2%&11%	5%&4%	-5%&2%	12%&51%	-6%&-8%	-9&-4
10	Cc1cc(NC(=O)COC(=O)c2cc(S(=O)(=O)N(C)C)ccc2Cl)no1	-7%	-7%	-3%	-2%	2%	11%	-6%	-1%	30%	1%	2
11	Cc1ccc(NC(=O)c2cc(-c3ccco3)nc3ccccc23)cc1S(=O)(=O)N1CCOCC1	-1%	-1%	45%[activator]	-9%	-4%	?	13%	-2%	-12%	?	-13
12	CC(=O)N1N=C(c2ccc(Cl)cc2)OC12CCCC2	-2%	0%	-8%	-11%	-1%	19%	-1%	-1%	34%	1%	19
13	O=c1c2c3c(sc2nc2n1CCC2)CCCCC3	7%	-1%	-1%	-5%	?	-1%	9%	3%	0%	-9%	-2
14	Cc1ccc(S(=O)(=O)/N=C(/c2ccccc2)N(C)c2ccc(O)cc2)cc1	1%	-2%	1%	0%	-3%	-9%	0%	-1%	-5%	4%	4
15	C=CCN(c1ccc(C(=O)Nc2cc(C)cc(C)c2)cc1)S(C)(=O)=O	4%[46.1 µM]	-9%	1%	0%	3%	-14%	1%	-13%	-18%	2%	2
16	COC(=O)[C@]1(Cc2ccccc2)N[C@H](CN(C)C(=O)c2ccc(C)cc2)[C@@H]2C(=O)N(Cc3ccccc3)C(=O)[C@@H]21	5%	-2%	-1%	3%	.	?	-6%	0%	9%	0%	2
17	O=C(Nc1ccc(F)cc1)C(c1ccccc1)N1CCN(S(=O)(=O)c2c(F)cccc2F)CC1 (stereo not drawn)	-8%[46.1 µM]	1%	-1%	-1%	7%	-13%	-1%	-1%	-32%	?	8
18	Cc1ccc(C(=O)N/C(=C\C=C\c2ccccc2)C(=O)NCc2ccco2)cc1	7%[46.1 µM]	-1%	-6%	1%	22%	-20%	-1%	10%	-13%	-13%	-2
19	CCOc1ccc(NC(=O)CN2C(=O)CSc3ccc(S(=O)(=O)N4CCOCC4)cc32)cc1	0%	0%	-1%	0%	?	-3%	3%	5%	-4%	13%	2
20	CCN(CC(=O)NCc1cccs1)C(=O)COc1ccc(C(N)=O)cc1	-5%	-1%	7%	6%	-1%	1%	5%	10%	?	-1%	-23

# The last four records of the part above come first, to join the parts:
cpd	structure	TCR activator	TSG101-PTAP inh	S-ASM inh	Eya2 phos inh	Mito fusion yeast	ELG1 repair inh	Tb PFK inh	AT treatment	Integrin act MD	BCR signal inh	TSHR antagonist
17	O=C(Nc1ccc(F)cc1)C(c1ccccc1)N1CCN(S(=O)(=O)c2c(F)cccc2F)CC1 (stereo not drawn)	-8%[46.1 µM]	1%	-1%	-1%	7%	-13%	-1%	-1%	-32%	?	8
18	Cc1ccc(C(=O)N/C(=C\C=C\c2ccccc2)C(=O)NCc2ccco2)cc1	7%[46.1 µM]	-1%	-6%	1%	22%	-20%	-1%	10%	-13%	-13%	-2
19	CCOc1ccc(NC(=O)CN2C(=O)CSc3ccc(S(=O)(=O)N4CCOCC4)cc32)cc1	0%	0%	-1%	0%	?	-3%	3%	5%	-4%	13%	2
20	CCN(CC(=O)NCc1cccs1)C(=O)COc1ccc(C(N)=O)cc1	-5%	-1%	7%	6%	-1%	1%	5%	10%	?	-1%	-23
21	CN(Cc1ccccc1)C(=O)C(C(=O)c1ccc(F)cc1)n1cc(Cl)ccc1=O (stereo not drawn)	-2%	-2%	0%	-13%	-3%	?	2%	3%	-35%	-6%	9
22	COC(=O)CCN(C)CCC(=O)OC	-5%	2%	1%	-2%	4%	23%	1%	0%	-23%	-2%	-6
23	CC(=O)c1c(C(C)=O)c(C)n(-c2ccc(C(=O)O)cc2)c1C	0%	-7%	1%	-17%	2%	-13%	1%	-10%	37%	0%	2
24	N#Cc1c(NC(=O)CCN2C(=O)c3ccccc3C2=O)oc(-c2ccccc2)c1-c1ccccc1	0%	-3%	?	-5%	1%	-14%	1%	2%	5%	0%	-8
25	COc1ccccc1C1=NOC(COC(=O)c2ccc([N+](=O)[O-])cc2)C1 (stereo not drawn)	4%	2%	0%	5%	-5%	10%	1%	-4%	8%	1%	-1
26	NC(=O)C12CCCC(Br)(CCC1)C2	2%	1%	4%	4%	-2%	1%	0%	33%	0%	1%	-1
27	COc1cccc(-c2nc(CS(=O)CC(=O)NCCc3ccc(C)cc3)c(C)o2)c1 (stereo not drawn)	-4%	-3%	-2%	-11%	2%	0%	-5%	-2%	0%	-18%	-4
28	CCOc1ccc(-n2c(O)cc(=O)[nH]c2=O)cc1	-4%	-2%	1%	9%	6%	11%	5%	-5%	38%	11%	-29
29	COC(=O)c1ccc(Nc2nc(C)cc(=O)[nH]2)cc1	8%	1%	8%	-23%	-5%	25%	-22%	-9%	15%	5%	1
30	CNC(=O)CC1C(=O)N(c2ccc(F)cc2)C(=S)N1NC(=O)c1ccc(Cl)cc1 (stereo not drawn)	-17%	-2%	-4%	9%	-8%	-12%	-4%	-1%	15%	?	-2
31	CSCC[C@H](NC(=O)c1cc2c([nH]c3ccccc32)c(-c2ccccc2)n1)C(=O)O	0%	-6%	14%	-20%	0%	-2%	15%	5%	12%	5%	-18
32	Cc1ccc(NC(=O)CN(C)C(=O)c2ccc(-n3cncn3)c([N+](=O)[O-])c2)cc1	15%	2%	1%	15%	-4%	2%	-1%	-4%	?	3%	8
33	Cc1cccc(C(=O)NC2CC3CCCC(C2)N3C(=O)NC2CCCCC2)c1 (stereo not drawn)	-9%	-1%	5%	-6%	2%	?	1%	3%	4%	0%	-11
34	CCOc1ccc2nc(/N=C/c3nc(-c4ccc(Br)cc4)oc3O)sc2c1	-5%[46.1 µM]	?	-2%	3%	1%	?	0%	4%	12%	-16%	-2
35	O=C(OCCNc1nc(-c2ccccc2)nc2ccccc12)c1cccnc1	4%	-10%	-3%	0%	3%	?	0%	6%	5%	?	-4
